Screening data from PubChem.
PKM2 act – PKM2 (human) enzyme activation. P14618. purified PKM2, Kinase-Glo ATP luminescence, activation; response scale: 0% is enzyme alone, no compound. Potency, µM (titrated, usually from 57.5 µM), inactives show at the highest dose activation, most hits filed as activators. 260,000 tested, 0.34% active. AID 1631; further: potency means the concentration at half of the fitted maximal effect; on the % scale 0 is the no-effect control and ±100 the full control effect; nearly all actives have a fitted effect of over 55% in size
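Kinase-Glo luminescence reports ATP generated from ADP (0.1 mM) and PEP (0.5 mM) by purified hPK-M2 after 1 h at room temperature, pH 7.2 imidazole buffer; intermediate enzyme activity allows detecting inhibitors and activators.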
USP2a block – inhibitors of human ubiquitin-specific protease USP2a | O75604 | USP2 core, Ub-CHOP2 coupled fluorogenic reporter, 485/531 | Potency, µM (highest dose often 38.3 µM), inactives show at the top dose activity change, negative = inhibition, actives largely listed as inhibitors | 330,000 tested, 0.01% active | AID 463254;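 further: potency means the concentration at half of the fitted maximal effect; plate controls were DMSO wells for no effect and full inhibition by NEM control for full effect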
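Cell-free coupled assay: 10nM USP2 core preincubated 30min RT with compound in Tris-HCl pH 8.0/CaCl2/CHAPS buffer, then 25nM Ub-CHOP2 and 25nM reporter substrate; fluorescence (Ex 485/Em 531) read after 60min RT, normalized to NEM inhibition, concentration-response curves fitted.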
MBNL1-CUG inh – MBNL1-poly(CUG) RNA binding inhibition. Q9NR56. TR-FRET MBNL1-His/biotin-(CUG)12 binding, 665/545 ratio. Potency, µM (series often up to 57.5 µM), for inactives: at the highest dose activity change, negative = inhibition, actives largely listed as inhibitors. 280,000 tested, 0.036% active. AID 2675; active means well fitted inhibition curve with a large enough effect in the signal ratio, with a control signal flat, not every such curve was filed as active; inconclusive means small, poorly fitted or top-dose-only effect, or effect the other way, or a change in a side signal; inactive means no such curve, though single readings can be large or run the other way; the % refers to the signal ratio; further: potency means the concentration at half of the fitted maximal effect; on the % scale 0 is the no-effect control and ±100 the full control effect
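TR-FRET readout: Ex 340 nm, 665/545 nm emission ratio, normalized to buffer-only (basal) and MBNL1-(CUG)12 controls. Complex of MBNL1-His with Biotin-(CUG)12, compounds 92 nM–58 uM, incubated 60 min at room temperature.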
GALK inhibitor – inhibitors of human galactokinase; P51570; Purified GALK, Kinase-Glo residual ATP luminescence; Potency, µM (doses to about 57.5 µM), inactives show at the highest dose activity change, negative = inhibition, hits mostly inhibitors; 270,000 tested, 0.007% active; further: potency means the concentration at half of the fitted maximal effect; on the % scale 0 is the no-effect control and ±100 the full control effect
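Galactose (100 uM) and ATP (35 uM) were turned over by 5 nM GALK for 1 h at RT. Kinase-Glo Plus then converted the remaining ATP into a luminescent signal.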
TSHR antagonist – blocks TSH signaling through the human TSH receptor; P16473; 330,000 tested, 0.2% active; activity change, negative = inhibition, % at 11.5 µM; AID 504810; TSHR-expressing cells, TSH-stimulated cAMP HTRF, 2 h; hits give low values;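 active means activity change below a set negative limit, meaning inhibition stronger than a set level, cut at about -70% in these data; inconclusive means activity change between two set negative limits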; further: on the % scale 0 is the no-effect control and ±100 the full control effect
Target sequence (P16473 whole entry, looked up): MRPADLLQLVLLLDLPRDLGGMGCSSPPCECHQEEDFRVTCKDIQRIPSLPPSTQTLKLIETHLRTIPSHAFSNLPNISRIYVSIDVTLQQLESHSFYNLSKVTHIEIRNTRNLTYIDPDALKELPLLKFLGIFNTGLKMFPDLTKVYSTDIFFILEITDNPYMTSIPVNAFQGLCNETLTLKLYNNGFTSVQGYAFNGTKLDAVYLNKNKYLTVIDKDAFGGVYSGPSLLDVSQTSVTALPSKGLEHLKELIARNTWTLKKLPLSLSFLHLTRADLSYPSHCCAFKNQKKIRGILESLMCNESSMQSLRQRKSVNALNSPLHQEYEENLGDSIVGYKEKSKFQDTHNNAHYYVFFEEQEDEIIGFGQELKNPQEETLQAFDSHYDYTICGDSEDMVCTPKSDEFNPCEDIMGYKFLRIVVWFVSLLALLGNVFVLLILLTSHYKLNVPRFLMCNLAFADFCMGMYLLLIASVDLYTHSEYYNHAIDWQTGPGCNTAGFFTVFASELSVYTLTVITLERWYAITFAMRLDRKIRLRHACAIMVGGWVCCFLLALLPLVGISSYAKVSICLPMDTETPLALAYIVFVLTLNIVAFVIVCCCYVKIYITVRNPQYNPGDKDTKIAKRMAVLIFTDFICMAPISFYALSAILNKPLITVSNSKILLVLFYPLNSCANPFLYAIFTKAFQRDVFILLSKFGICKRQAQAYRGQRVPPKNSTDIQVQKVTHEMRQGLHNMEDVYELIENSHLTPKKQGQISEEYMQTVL
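Antagonism was scored as loss of TSH-driven cAMP in TSHR cells, stimulated with 4nM TSH (EC80) for 2 hours at 37 deg C and detected by homogeneous HTRF competition immunoassay.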
hERG WT inh – blocks the wildtype human KCNH2 potassium channel; Q12809; U2OS, BacMam KCNH2, thallium flux FluxOr; hits give low values; activity change, % at 1.84 µM; 340,000 tested, 0.37% active;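 active means maximum activity change below -70%; inconclusive means maximum activity change between -70% and -50%; inactive means maximum activity change above -50%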; further: on the % scale 0 is the no-effect control and ±100 the full control effect
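U2OS cells transduced with wild-type KCNH2 virus are loaded with FluxOr dye for 45 min, and thallium flux is measured in kinetic reads before and after stimulation buffer. Rate constants are normalized to DMSO controls.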
Menin-MLL TR inh – menin-MLL binding inhibition, Texas Red mutant peptide | 270,000 tested, 0.23% active | Menin + Texas Red MLL mutant peptide, fluorescence polarization | O00255 | Potency, µM (series often up to 61.6 µM), without a hit: at the top dose FP activity change, negative = inhibition, actives largely listed as inhibitors; active means well fitted inhibition curve with a large enough effect in the polarisation, with a control signal flat, not every such curve was filed as active; inconclusive means small, poorly fitted or top-dose-only effect, or effect the other way, or a change in a side signal; inactive means no such curve, though single readings can be large or run the other way; the % refers to the polarisation; further: potency means the concentration at half of the fitted maximal effect; % of control where 0% means no effect; many of its hits are not listed in these tables
Eya2 inh – blocks the phosphatase activity of human Eya2. Potency, µM (series often up to 76.9 µM), for inactives: top-dose activity, negative = inhibition, hits mostly inhibitors. O00167. recombinant Eya2, OMFP fluorescence dephosphorylation (OMFP is methylfluorescein phosphate). 330,000 tested, 0.006% active; further: potency means the concentration at half of the fitted maximal effect; on the % scale 0 is the no-effect control and ±100 the full control effect
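Eya2 (0.2 uM) preincubated 10 min at ambient with compound, then OMFP substrate added at 50 uM; 10 min reaction in 50 mM HEPES pH 7.5, 50 mM NaCl, 5 uM MgCl2, 0.05% BSA, 1 mM DTT. Fluorescence read at Ex 485/Em 525 nm.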
S-ASM inh – inhibitors of human secretory acid sphingomyelinase; P17405; placental ASM, HMU-PC fluorogenic substrate, 60 min; Potency, µM (top dose mostly 57.5 µM), inactives show at the top dose activity change, negative = inhibition, most hits filed as inhibitors; 340,000 tested, 0.006% active; AID 504937; further: potency means the concentration at half of the fitted maximal effect
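Human placenta-derived ASM preincubated with compound 10 min at room temperature, then reacted with 9 uM (final) fluorogenic HMU-PC substrate for 60 min at 37 C. Stop solution raises pH to 10; fluorescence read at Ex 386/Em 447 nm.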
BCR signal inh – inhibitors of chronic active B-cell receptor signaling. ABC-DLBCL IkBa-CBG/CBR reporter, luminescence ratio, 4 h. Potency, µM (highest dose often 46.1 µM), inactives show top-dose ratio change, negative = lower green/red ratio, usual class: inhibitors. 340,000 tested, 0.05% active. AID 493014; active means well fitted inhibition curve with a large enough effect in the signal ratio, with a control signal flat, not every such curve was filed as active; inconclusive means small, poorly fitted or top-dose-only effect, or effect the other way, or a change in a side signal; the % refers to the signal ratio;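 further: potency means the concentration at half of the fitted maximal effect; plate controls were basal doxycycline-induced cells for no effect and cells given 10 µM MG132 for full effect; MG132 reads +100%, hits lower the ratio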
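Doxycycline induced both beetle luciferases in TMD8 lymphoma cells; IKK-driven degradation limits the IkappaBalpha-fused green signal, while red luminescence normalises for cell number and nonspecific effects. Compounds tested up to 46 uM, 4 hrs.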
Mito fusion act – blocks mitochondrial division or promotes mitochondrial fusion; S. cerevisiae fusion-defective mutant growth rescue, CellTiterGlo 48 h; Potency, µM (doses to about 46.1 µM), for inactives: at the top dose growth rescue (activation), actives largely listed as activators; 320,000 tested, 0.23% active; AID 485298;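 further: potency means the concentration at half of the fitted maximal effect; % of control where 0% means no effect; nearly all actives have a fitted effect of over 45% in size; temperature-sensitive fusion mutants such as fzo1-1 at 37 °C on non-fermentable ethanol glycerol medium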
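Yeast fusion mutant, YPEG (non-fermentable carbon), compound, 48 h at 37C non-permissive; CellTiterGlo added, 10 min RT, luminescence read. Rescued growth = division inhibition.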
Active calls of the source: *; ? = inconclusive; · = not tested or not shown; [ ] = dose if it differs, or a comment. Unless noted, the call rests on the fitted dose curve; in most records, active means well fitted curve in the direction sought with a large enough effect; inconclusive means small, poorly fitted or top-dose-only effect, or another doubt; inactive means no such curve, though single readings can be large; an effect the other way counts as inactive or inconclusive. An excerpt; count on the stated rates, not on these rows.

SMILES	USP2a block	MBNL1-CUG inh	hERG WT inh	Menin-MLL TR inh	S-ASM inh	BCR signal inh	GALK inhibitor	TSHR antagonist	PKM2 act	Eya2 inh	Mito fusion act
CC1Sc2ccc(C(=O)Nc3ncccc3O)cc2NC1=O (configuration not stated)	0.1%	·	1.1	·	-1.8%	?	·	13.7	·	14.7%	1.4%
COc1cccc2cc(C(=O)OC(C)C(=O)c3ccc(C)cc3)c(=O)oc12 (configuration not stated)	0.2%	16.2%	0.1	·	-7.8%	7.8%	-6.2%	-8.6	0.0%	11.3%	3.0%
Cc1ccc(NC(=O)C(C)OC(=O)Cn2[nH]c(=O)c3ccccc3c2=O)cc1 (configuration not stated)	-1.7%	·	-3.3	·	-4.1%	0.9%	·	30.8	·	2.5%	-4.0%
O=c1cc[nH]c2ccc([N+](=O)[O-])cc12	6.2%	?	3.2	-1.4%	-3.2%	6.9%	11.5%	1.2	2.9%	-5.6%	24.1%
CN(C)CCCN(C(=O)c1ccc(S(=O)(=O)N2CCc3ccccc3C2)cc1)c1nc2c(F)cccc2s1	-1.6%	0.1%	3.7	?	-6.2%	2.6%	-0.2%	-11.1	1.2%	-7.5%	-6.1%
Cc1[nH]c2ccccc2c1C(=O)COC(=O)C1CC(=O)N(Cc2ccccc2)C1 (configuration not stated)	-0.3%	-3.5%	6.0	0.1%	-1.1%	20.4%	1.7%	-11.5	2.9%	19.2%	-1.4%
Cc1cc(C(=O)OCC(=O)N2CC(=O)Nc3ccccc32)c(C)n1-c1ccccc1	3.0%	-4.0%	-1.0	0.6%	-11.8%	-1.8%	-0.4%	-11.5	3.1%	-1.5%	-0.1%
CCn1cc(C(=O)OCC(=O)Nc2ccc(S(=O)(=O)N3CCCC3)cc2)c(=O)c2ccc(C)nc21	0.0%	4.6%	0.2	-16.1%	1.6%	-0.3%	-2.3%	-6.7	6.5%	-19.2%	1.1%
Nc1nc(SCc2ccc(Br)cc2)n[nH]1	-4.4%	-6.3%	2.8	18.7%	6.2%	-4.3%	·	-2.2	·	5.2%	3.4%
Cc1ccc(CSCCNC(=O)c2cccc([N+](=O)[O-])c2)cc1	-6.2%	-11.8%	1.3	2.8%	1.4%	1.6%	2.7%	19.0	-14.6%	-0.3%	?
CC(=O)c1ccc(OCC(O)CN2CCc3ccccc3C2)cc1 (configuration not stated)	2.1%	-2.0%	3.3	?	1.1%[11.5 µM]	?	5.7%	-0.1	·	6.8%	-4.2%
C=CCn1c(SCC(=O)Nc2nnc(CC)s2)nnc1-c1cccnc1	2.9%	-14.9%	4.5	7.4%	4.2%	-2.4%	0.3%	-23.3	-0.1%	-12.7%	-1.3%
COc1cc(NC(=O)NS(=O)(=O)c2ccc(C)cc2)cc(OC)c1	4.1%	0.2%	-4.5	-0.1%	3.9%	5.1%	-2.2%	-1.8	-13.8%	-4.9%	?
CCOc1ccc(/C(O)=C/C(=O)C(=O)Nc2ccc(S(=O)(=O)NC(C)=O)cc2)cc1	4.3%	3.1%	1.8	-15.6%	?	9.8%	0.2%	7.1	-5.3%	10.0%	-2.1%
OC1CCN(Cc2ccc(OCc3ccccc3)cc2)CC1	0.1%	1.3%	3.2	-5.1%	5.5%	0.0%	-1.1%	-1.7	-0.8%	-4.4%	-3.1%
COc1ccc(/C=N/Nc2nc(-c3cccnc3)nc3ccccc23)c(OC)c1	8.0%	·	-6.8	·	319.4%[activator]	6.4%	-1.1%	-12.0	-1.7%	10.1%	-2.1%
CCCCn1c(N)c(N(CCOC)C(=O)c2sc3ccccc3c2Cl)c(=O)[nH]c1=O	4.0%	·	2.2	·	0.9%	0.0%	·	3.4	·	4.5%	-10.2%
C=CCOc1ccc(Br)cc1CNCC	3.0%	-3.8%	-7.6	-10.7%	-0.6%	-0.4%	0.4%	-11.0	25.5%	1.9%	3.6%
CCn1c(=S)sc2c(=O)n(CC(=O)NCCCc3ccccc3)c(C)nc21	4.9%	?	3.5	?	0.1%	-9.4%	7.3%	2.2	-0.3%	2.3%	-1.9%
CCOc1ccc(C2C(C(=O)c3cccs3)=C(O)C(=O)N2Cc2cccnc2)cc1 (configuration not stated)	-1.9%	7.7%	0.8	-19.5%	9.4%	0.0%	-1.2%	11.2	-6.8%	-1.2%	-2.1%

An excerpt from above in order of the Eya2 inh value, descending.
SMILES	Eya2 inh
CC1Sc2ccc(C(=O)Nc3ncccc3O)cc2NC1=O (configuration not stated)	14.7%
COc1cc(NC(=O)NS(=O)(=O)c2ccc(C)cc2)cc(OC)c1	-4.9%
C=CCn1c(SCC(=O)Nc2nnc(CC)s2)nnc1-c1cccnc1	-12.7%

Continuation:
SMILES	USP2a block	MBNL1-CUG inh	hERG WT inh	Menin-MLL TR inh	S-ASM inh	BCR signal inh	GALK inhibitor	TSHR antagonist	PKM2 act	Eya2 inh	Mito fusion act
O=C(CCl)Nc1ccc(Sc2ccc(NC(=O)CCl)cc2)cc1	0.0%	-3.7%	-0.1	·	3.6%	?	2.6%	-7.9	-0.2%	-12.1%	-16.4%
CCOc1ccccc1N(CC(=O)NC(C)(C)C)C(=O)Cn1nnc(-c2ccc(C)o2)n1	-0.4%	-11.7%	3.8	-26.4%	3.3%	5.4%	-0.1%	-3.6	?	9.3%	-0.6%
O=c1c2[nH]c3ccc(Br)cc3c2ncn1Cc1ccncc1	-0.1%	·	9.4	·	5.0%	18.8%	0.3%	13.2	-15.0%	15.7%	2.7%
CCOC(=O)c1cc(CC)sc1NC(=O)c1cccc(N2C(=O)CCC2=O)c1	-5.7%	10.4%	0.1	13.7%	3.3%	?	0.7%	-16.9	-5.5%	-14.2%	19.3%
COc1cccc(-c2c(C(=O)N/N=C/c3cccs3)nnn2-c2nonc2N)c1	1.7%	?	-6.5	?	-1.6%	?	-2.8%	-16.7	0.4%[0.46 µM]	6.8%	6.7%
O=C(NCCCn1ccnc1)C1CCCN(S(=O)(=O)c2cc(Cl)ccc2Cl)C1 (configuration not stated)	-0.3%	-2.1%	17.5	3.2%	1.7%	8.1%	1.8%	15.1	-1.3%	2.8%	-1.8%
Cc1cccc(N(CC(=O)NC2CCCC2)C(=O)CCC(=O)Nc2ccccn2)c1	0.8%	1.4%	19.5	2.0%	4.0%	-1.5%	0.3%	20.6	·	-7.7%	6.6%
O=C(Nc1nnc(CC(=O)N2CCOCC2)s1)c1cccs1	1.9%	-1.2%	3.8	-5.4%	3.4%	14.5%	-0.3%	-9.0	-0.7%	-5.4%	-1.0%
O=C(O)C(Cc1ccccc1)N1C(=O)/C(=C/C=C/c2ccco2)SC1=S (configuration not stated)	?	10.7%	-2.0	·	-14.8%	12.9%	1.0%	-1.8	-0.5%	-2.5%	3.1%

One compound at a time, from the list above. Values in the order: USP2a block | MBNL1-CUG inh | hERG WT inh | Menin-MLL TR inh | S-ASM inh | BCR signal inh | GALK inhibitor | TSHR antagonist | PKM2 act | Eya2 inh | Mito fusion act
O=C(O)C(Cc1ccccc1)N1C(=O)/C(=C/C=C/c2ccco2)SC1=S (configuration not stated) is entered as ? | 10.7% | -2.0 | · | -14.8% | 12.9% | 1.0% | -1.8 | -0.5% | -2.5% | 3.1%
CCOc1ccccc1N(CC(=O)NC(C)(C)C)C(=O)Cn1nnc(-c2ccc(C)o2)n1 is entered as -0.4% | -11.7% | 3.8 | -26.4% | 3.3% | 5.4% | -0.1% | -3.6 | ? | 9.3% | -0.6%
CCOC(=O)c1cc(CC)sc1NC(=O)c1cccc(N2C(=O)CCC2=O)c1 is entered as -5.7% | 10.4% | 0.1 | 13.7% | 3.3% | ? | 0.7% | -16.9 | -5.5% | -14.2% | 19.3%
